GFP derepression = derepresses silenced GFP locus in mouse C127i cells | Potency, µM (doses to about 46.1 µM), for the others: top-dose GFP derepression (activation) | mouse C127i GFP locus derepression, cytometry, 30 h | 68,000 tested, 0.09% active; further: % of control where 0% means no effect
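Derepression screen: silenced CMV-GFP reporter in murine C127i cells, 30 h compound incubation at 37 C, washed cells imaged by laser-scanning cytometer to enumerate GFP-expressing objects of 20 to 120 um.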
CRE Fsk mod = CRE-bla signaling modulation under forskolin stimulation | Potency, µM (titrated, usually from 38.2 µM), without a hit: top-dose activity change, negative = inhibition, most hits filed as activators | AID 662 | CHO CRE-bla reporter (cAMP response element driving beta-lactamase), forskolin EC10, beta-lactamase ratio | 71,000 tested, 2.5% active; active means well fitted activation curve with a large enough effect in the signal ratio, with a control signal flat, not every such curve was filed as active; inconclusive means small, poorly fitted or top-dose-only effect, or effect the other way, or a change in a side signal; the % refers to the signal ratio; further: potency means the concentration at half of the fitted maximal effect; % of control where 0% means no effect
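Titrated compounds plus EC10 NKH 477 on CHO CRE-bla cells, 3 h, 37 °C. CCF4, 2 h RT. Ratio 460/530 nm → AC50.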
Hsp90 Hop PPI = changes Hsp90-Hop TPR2A binding signal, up or down; AlphaScreen TPR2A-His6 binding biotin-Hsp90 C-terminal peptide; Potency, µM (top dose mostly 57 µM), for inactives: at the highest dose activity change, negative = inhibition; 71,000 tested, 0.44% active; AID 595; active means well fitted curve in either direction with a large enough effect; inconclusive means small, poorly fitted or top-dose-only effect, or another doubt; further: potency means the concentration at half of the fitted maximal effect; on the % scale 0 is the no-effect control and ±100 the full control effect; many of its hits are not listed in these tables
UbGFP stabilizer = proteasome inhibitors stabilizing ubiquitin-GFP reporter | Ubiquitin-GFP reporter cells, proteasome inhibition, GFP fluorescence; response scale: untreated = 0%, 10 µM MG-132 = 100% | Potency, µM (doses to about 45.9 µM), for inactives: at the highest dose activation (GFP accumulation), most hits filed as activators | 67,000 tested, under 10 active | AID 526; active means well fitted activation curve with a large enough effect, not every such curve was filed as active; inconclusive means small, poorly fitted or top-dose-only effect, or another doubt; inactive means no such curve, though single readings can be large or run the other way; further: potency means the concentration at half of the fitted maximal effect
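Reporter cells (U2OS, ubiquitin-G76V-GFP fusion) are plated overnight, then treated 4 hr at 37 °C with compound titrations from 46 uM down to 2.9 nM. Activity is scaled against untreated cells and 10 uM MG-132.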
USP2a inh = inhibitors of human ubiquitin-specific protease USP2a; USP2a enzymatic assay, qHTS inhibition; Potency, µM (doses to about 38.3 µM), for inactives: at the top dose activity change, negative = inhibition, most hits filed as inhibitors; O75604; AID 927; 60,000 tested, 0.1% active;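 further: potency means the concentration at half of the fitted maximal effect; nearly all actives have a fitted effect of over 60% in size; plate controls were DMSO for no effect and NEM full inhibition control for full effect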
Target sequence (O75604 whole entry, looked up): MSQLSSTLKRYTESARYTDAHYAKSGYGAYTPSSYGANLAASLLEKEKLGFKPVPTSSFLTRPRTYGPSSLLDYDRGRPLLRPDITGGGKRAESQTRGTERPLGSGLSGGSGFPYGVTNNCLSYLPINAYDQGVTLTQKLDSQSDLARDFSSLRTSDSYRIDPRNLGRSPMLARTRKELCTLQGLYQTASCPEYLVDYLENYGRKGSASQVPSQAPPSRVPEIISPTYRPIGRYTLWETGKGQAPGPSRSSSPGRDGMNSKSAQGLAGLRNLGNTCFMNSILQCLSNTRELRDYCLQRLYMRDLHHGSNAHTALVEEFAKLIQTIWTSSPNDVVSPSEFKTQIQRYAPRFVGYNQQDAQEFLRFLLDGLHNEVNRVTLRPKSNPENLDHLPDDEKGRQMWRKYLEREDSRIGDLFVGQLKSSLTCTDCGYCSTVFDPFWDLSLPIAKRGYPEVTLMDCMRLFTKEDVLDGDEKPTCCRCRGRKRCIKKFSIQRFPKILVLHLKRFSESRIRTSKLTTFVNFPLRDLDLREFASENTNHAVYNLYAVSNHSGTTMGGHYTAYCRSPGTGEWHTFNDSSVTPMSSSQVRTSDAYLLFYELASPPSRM
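Inhibition is measured in a cell-free coupled assay with 20 nM USP2 core, 20 nM Ub-PLA2 and 20 uM NBD C6-HPC, 2.5 h incubation. Activity normalized to NEM control.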
HBB splicing = modulators of hemoglobin beta chain splicing. HBB splicing reporter cell assay, activation; EGFP reporter with mutant IVS2-654 intron; response scale: normalised to 500 nM splice-correcting PNA. Potency, µM (top dose mostly 46.1 µM), without a hit: at the top dose activation, hits mostly activators. 65,000 tested, 0.06% active. AID 925; further: potency means the concentration at half of the fitted maximal effect; 0% is about no effect
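HeLa cells stably expressing EGFP interrupted by mutant beta-globin intron 2 (IVS2-654), 500/well in 2% FCS. Treated with compound for 2 days at 37C. Splicing correction scored as total well GFP intensity (488 nm excitation, 500-520 nm emission); 500 nM antisense PNA served as control.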
BRCT PPI green = blocks human BRCA1 BRCT binding to phosphopeptide, green readout; P38398; BRCA1 BRCT-phosphopeptide binding, green fluorescence polarization; Potency, µM (titrated, usually from 76.9 µM), without a hit: top-dose activity change, negative = inhibition, usual class: inhibitors; 75,000 tested, 0.05% active; AID 875;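 further: potency means the concentration at half of the fitted maximal effect; plate controls were peptide without protein for full effect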
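Fluorescence polarization: His-tagged BRCT (~35 kDa BRCA1 C-terminus, 250 nM) bound to 100 nM fluorescein-labeled phosphorylated 10-aa BACH1 peptide, pH 7.3 phosphate buffer with DTT and Tween 20. Compounds incubated 12 min at room temperature; inhibition read as lowered polarization.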
15-hLO inh = 15-hLO (ALOX15) enzyme inhibition. purified 15hLO-1, xylenol orange hydroperoxide absorbance. Potency, µM (series often up to 57.1 µM), for the others: at the top dose activity change, negative = inhibition, most hits filed as inhibitors. P16050. 74,000 tested, 1.4% active. AID 887; further: potency means the concentration at half of the fitted maximal effect; on the % scale 0 is the no-effect control and ±100 the full control effect; nearly all actives have a fitted effect of over 55% in size
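Hydroperoxide formed from arachidonic acid (50 uM) by purified human 15hLO-1 (40 nM) oxidizes ferrous iron, and the ferric-xylenol orange complex is read at 573 versus 405 nm. Compounds were preincubated 15 min; reaction ran 6 min at room temperature.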
HADH2 inh = HADH2 (human) dehydrogenase inhibition. Q99714. recombinant HADH2, NADH fluorescence, beta-hydroxybutyryl-CoA. Potency, µM (series often up to 57.1 µM), for the others: top-dose activity change, negative = inhibition, usual class: inhibitors. 73,000 tested, 3.4% active; further: potency means the concentration at half of the fitted maximal effect; on the % scale 0 is the no-effect control and ±100 the full control effect; nearly all actives have a fitted effect of over 60% in size; many of its hits are not listed in these tables
Target sequence (Q99714 whole entry, looked up, one chain of several): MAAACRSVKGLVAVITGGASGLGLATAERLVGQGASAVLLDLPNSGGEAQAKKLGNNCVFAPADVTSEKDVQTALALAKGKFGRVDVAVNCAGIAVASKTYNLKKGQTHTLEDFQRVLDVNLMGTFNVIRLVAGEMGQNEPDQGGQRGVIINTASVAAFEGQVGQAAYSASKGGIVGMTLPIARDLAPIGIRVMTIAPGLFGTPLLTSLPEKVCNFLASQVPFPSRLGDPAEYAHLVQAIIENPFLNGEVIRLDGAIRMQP
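E. coli-expressed His-tagged HADH2 tested at 20 nM in alkaline Tris buffer (pH 9.0); oxidation of 90 uM beta-hydroxybutyryl-CoA with 1 mM NAD+ tracked fluorimetrically for 4 min.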
BRCT inh red = disrupts BRCA1 BRCT binding to phosphoprotein, red fluorophore readout | AID 892 | P38398 | Potency, µM (titrated, usually from 76.9 µM), for the others: at the highest dose activity change, negative = inhibition, actives largely listed as inhibitors | BRCT-phosphopeptide binding, red fluorescence polarization | 75,000 tested, 0.03% active; further: on the % scale 0 is the no-effect control and ±100 the full control effect
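Fluorescence polarization: 100 nM His-tagged BRCA1 BRCT with 100 nM TAMRA-labelled phospho-BACH1 decapeptide, phosphate buffer pH 7.3 with 150 mM NaCl, DTT, 0.01% Tween 20; 12 min RT. Binding inhibition seen as FP decrease.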
Pol III holo inh = inhibitors of bacterial DNA polymerase III holoenzyme | 71,000 tested, 0.25% active | reconstituted DNA polymerase III holoenzyme replication, biochemical | Potency, µM (top dose mostly 57.1 µM), inactives show at the highest dose activity change, negative = inhibition | AID 603; further: potency means the concentration at half of the fitted maximal effect; on the % scale 0 is the no-effect control and ±100 the full control effect
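Reconstituted *E. coli* holoenzyme (0.35 nM Pol III, 1 nM beta, 154 nM SSB, 2 nM primase) was preincubated with compound for 15 min at RT. Synthesis on 1.4 nM ssM13Gori ran 35 min, then was stopped with PicoGreen/EDTA and read as dsDNA fluorescence.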
Numbers without * were called inactive; ? = inconclusive; · = not tested or not shown; & = joins results of further samples; [ ] = dose if it differs, or a comment. Unless noted, the call rests on the fitted dose curve; in most records, active means well fitted curve in the direction sought with a large enough effect; inconclusive means small, poorly fitted or top-dose-only effect, or another doubt; inactive means no such curve, though single readings can be large; an effect the other way counts as inactive or inconclusive.

SMILES | GFP derepression | CRE Fsk mod | Hsp90 Hop PPI | UbGFP stabilizer | USP2a inh | HBB splicing | BRCT PPI green | 15-hLO inh | HADH2 inh | BRCT inh red | Pol III holo inh
COc1ccc(CCN2CNc3c(c(=O)n(C)c(=O)n3C)C2)cc1OC | -2% | -7% | -2% | -5% | -4% | · | -1.6% | 0% | -2% | -1.4% | -4%
COC(=O)C1=C(C)N(Cc2ccccc2)c2c(C(=O)OC)c(C(=O)OC)c(C(=O)OC)c(=O)n2C1c1ccccc1 (configuration not stated) | · | · | · | · | · | 1.5%&-1.6%[9.22 µM] | 0.7%&-1.0%[15.4 µM] | 0%&10%[11.4 µM] | 8%&8%[11.4 µM] | 0.0%&-1.2%[15.4 µM] | ·
Cc1nc(NCc2ccco2)[nH]c(=O)c1CCC(C)C | 2% | -6% | -11% | -1% | 4% | -3.6% | -2.3% | 2% | 2% | 0.3% | -6%
C=CCN(C(=O)Cn1c(C(=O)OC)cc2oc(C)cc21)c1ccccc1 | -2% | -6% | -2% | -5% | 16% | 0.0% | -1.5% | -11% | -28% | 0.3% | -2%
Cc1cc(C)c2[nH]c(=O)c(C(c3nnnn3C3CCCC3)N3CCOCC3)cc2c1 (configuration not stated) | 0% | -4% | -1% | 0% | 0% | · | 0.3% | 8% | -7% | -1.8% | -4%
CC1(C)CC(=O)C=C(Nc2cccc(O)c2)C1 | 0% | -1% | 0% | -6% | 8% | 1.2% | -2.4% | -10% | -4% | 0.7% | -1%
CCCCc1nc2c(=O)[nH]c3ccccc3c2o1 | -3% | 27% | -5% | -10% | 4% | -0.5% | -0.9% | -6% | -21% | -1.2% | 4%
CCCc1cc2c(=O)c(-c3ccccn3)coc2cc1OC | 3% | ? | -21% | 1% | 6% | -0.2%[57.5 µM] | 0.6% | -4% | -2% | -1.2% | 1%
O=c1[nH]c2ccccc2cc1-c1noc(-c2cccnc2)n1 | 3% | 2% | -1% | 5% | -1% | · | -0.3% | 0% | -26% | -0.6% | -4%
O=C(CSc1nc2ccccc2[nH]1)NCCCn1ccnc1 | 0% | 1% | ? | 3% | 1% | 0.0% | 0.8% | 11% | 10% | -0.3% | -5%
Cc1cc2cc3c(C)cc(=O)oc3c(C)c2o1 | 3%[20.6 µM] | 23%[17.1 µM] | 0%[26 µM] | 3%[20.5 µM] | 8% | -1.9%[20.6 µM] | -2.9%[3.08 µM] | -8% | 6%[25.6 µM] | -2.4% | -8%[25.6 µM]
COCCn1c(COC)nc2ccccc21 | 8% | -6% | -5% | -1% | 1% | 6.5% | -1.3% | -1% | 4% | 1.3% | -5%
Cc1cc(C(=O)CSc2nnc(-c3cccs3)o2)c(C)n1-c1ccccc1 | 2% | -11% | -3% | 2% | 17% | 0.1%[57.5 µM] | 7.6% | 20µM* | 8% | 0.4% | -5%
NCCCNCCCCN(CCCN)/[N+]([O-])=N/O | -1% | ? | -10% | -1% | · | · | -1.6% | ? | 6% | -5.0% | 4%
O=C(O)c1ccccc1S(=O)(=O)c1ccccc1CO | 0% | -3% | -4% | 1% | -2% | -0.9%[57.5 µM] | -1.5% | 6% | 7% | 0.7% | -2%
CCOC(=O)C1CCCN(C(=O)CN2C(=O)c3ccccc3C2=O)C1 (configuration not stated) | 3% | ? | -1%[11 µM] | -3%[9.17 µM] | 3%[7.66 µM] | -2.3%[0.0738 µM] | 0.3% | 5%[11.4 µM] | 3%[11.4 µM] | 0.3% | 4%[11.4 µM]
CCc1cc2c(SCC(=O)c3cccs3)ncnc2s1 | 0% | 43% | ? | -7% | -2% | -0.9% | 4.7% | -20% | 1% | -1.7% | -2%
CCCCCCCC/C=C\CCCCCCCC(=O)N[C@@H](CO)Cc1ccc(O)cc1 | -1% | 1% | -1% | 3% | · | · | 1.3% | -13%[25.6 µM] | 10% | -1.4% | 1%
CC1=C(C(=O)N2CCCCCC2)C2(CCC(C)CC2)OC1=O (configuration not stated) | 0% | 2% | -2% | 3% | 2% | 0.0% | 0.1% | -4% | 9% | -4.1% | 0%
O=C(c1ccco1)N1CCN(C(=O)C2Cc3ccccc3CN2S(=O)(=O)c2ccc(F)cc2)CC1 (configuration not stated) | -2% | -4% | -4% | 2% | 19% | -0.2%[57.5 µM] | -2.2% | -1% | 13% | -0.8% | -5%
CC(C)(C)c1ccccc1OCCN1CCCC1 | 4% | -4% | 0% | -6% | 4% | -0.2%[9.22 µM] | -2.6% | 8% | 7% | 0.7% | 0%
CCn1ccnc1C(O)c1ccc(N(C)C)cc1 (configuration not stated) | 0% | -2% | -8% | -3% | -2% | · | 0.0% | 8% | 19% | 1.2% | -8%
COc1ccc(-n2nnc3c(=O)n(CC(=O)N4CCCCC4)cnc32)cc1 | · | 1% | -4% | -4% | · | -0.3% | -1.5% | 7% | 0% | 1.3% | -18%
CC(C)(C#N)Nc1ccccc1 | -1% | ? | -3% | 0% | 0% | -1.1% | -1.1% | 4% | 7% | -0.3% | -1%
Cc1ccc(S(=O)(=O)Nc2ccccc2CNc2c(C)n(C)n(-c3ccccc3)c2=O)cc1 | -3% | -1% | -2% | -2% | 20% | -0.2% | 1.7% | -7% | 15% | 0.0% | -2%
COc1ccc(-c2nc(CS(=O)CC(=O)NC3CCCc4ccccc43)c(C)o2)cc1OC (configuration not stated) | · | ? | 0%[2.3 µM] | 9% | · | -0.7% | 5.7% | -18% | ? | -2.2% | -3%
O=C(NCC(F)(F)F)Nc1ncccn1 | 0% | -6% | -1% | -3% | 1% | 10%[0.369 µM] | -1.8% | 10% | 3% | 0.7% | 2%
O=C(c1oc(=O)c2ccccc2c1-c1ccccc1)N1CCN(C2CCCCC2)CC1 | 0% | -10% | -1% | 15% | · | -0.1% | -0.1% | -1% | 7% | -0.7% | 0%
COc1ccc(OC)c(C2CC(=O)c3c([nH]c(C(=O)OCC4CCCO4)c3C)C2)c1 (configuration not stated) | · | -4% | -14% | 5% | · | -0.2% | 1.7% | 4% | -3% | -0.9% | -3%
COC(=O)[C@@]1(Cc2ccc(OC)cc2)[C@H]2c3cc(C(=O)N(C)C)n(CCc4ccccn4)c3C[C@H]2CN1C(=O)c1ccccc1 | · | -11% | -7% | · | · | 0.2% | 0.2% | · | 8% | 0.0% | -3%
O/N=C(/CN(O)/C=C1/C=CC=N1)c1cccs1 | 2% | 12% | -1% | 7% | 3% | 2.7%[1.84 µM] | -0.3% | 5% | -11% | -0.6% | -4%
COc1ccc(CCNC(=O)C2CCN(Cc3nc(-c4ccccc4C)oc3C)CC2)cc1OC | 3% | 5% | -3% | -4% | 23% | 0.9%[1.84 µM] | -0.4% | -7% | 11% | -0.2% | -7%
COC(=O)c1cn[nH]c1N | 0% | -5% | 4% | 11% | -5% | -0.3% | -2.9% | 6% | -1% | 0.6% | -2%
Cc1cnc(C(=O)Nc2ccc(N3CCN(C(=O)OC(C)(C)C)CC3)cc2)cn1 | 0% | -4% | 0% | 2% | 18% | -0.3%[57.5 µM] | -1.3% | 1% | -9% | 0.5% | 1%
C=CCN1C(=O)C(O)(CC(=O)c2ccc(Cl)cc2)c2ccccc21 (configuration not stated) | -2% | 0% | -2% | -7% | 5% | 1.8% | -0.9% | -15% | -7% | 0.3% | 1%
Cc1c(NC(=O)C2CCCN2S(=O)(=O)c2ccc(Cl)cc2)c(=O)n(-c2ccccc2)n1C (configuration not stated) | 0% | ? | -3% | 4% | 3% | -5.0% | -2.0% | 3% | -2% | -1.0% | -4%

Two consecutive records from above:
SMILES | GFP derepression | CRE Fsk mod | Hsp90 Hop PPI | UbGFP stabilizer | USP2a inh | HBB splicing | BRCT PPI green | 15-hLO inh | HADH2 inh | BRCT inh red | Pol III holo inh
CCCCc1nc2c(=O)[nH]c3ccccc3c2o1 | -3% | 27% | -5% | -10% | 4% | -0.5% | -0.9% | -6% | -21% | -1.2% | 4%
CCCc1cc2c(=O)c(-c3ccccn3)coc2cc1OC | 3% | ? | -21% | 1% | 6% | -0.2%[57.5 µM] | 0.6% | -4% | -2% | -1.2% | 1%

Bioassay records (PubChem)

A portion of the library (hit frequency here may not be typical).
